Compound activity deposited in PubChem by Sanford-Burnham Center for Chemical Genomics.
Mdm2 MdmX PPI: inhibitors of human Mdm2-MdmX association, primary screen, cell-based, luminescence, split luciferase, SaOS-2, uHTS; SaOS-2 split-luciferase Mdm2/MdmX complementation; 330,000 compounds, 3% hits; AID 485346, 2010; Protein Mdm4 (Homo sapiens) + E3 ubiquitin-protein ligase Mdm2 (Homo sapiens), …; inhibition, % at 8 µM;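 active = inhibition of at least 50% at 8 µM in the primary screen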
APJ antagonist: antagonists of human apelin receptor APJ, primary screen, CHO-K1 cells, beta-arrestin complementation, luminescence; P35414; inhibition, % at 20 µM; 330,000 compounds, 0.32% hits; AID 2521, 2010;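 active = inhibition above about 40% at 20 µM, limit read from the data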;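 also: cells challenged with 10 nM apelin-13 agonist together with compound; plate controls were apelin-13 plus DMSO wells for no effect and DMSO wells lacking apelin-13 for full effect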
Target sequence (P35414 whole entry, looked up): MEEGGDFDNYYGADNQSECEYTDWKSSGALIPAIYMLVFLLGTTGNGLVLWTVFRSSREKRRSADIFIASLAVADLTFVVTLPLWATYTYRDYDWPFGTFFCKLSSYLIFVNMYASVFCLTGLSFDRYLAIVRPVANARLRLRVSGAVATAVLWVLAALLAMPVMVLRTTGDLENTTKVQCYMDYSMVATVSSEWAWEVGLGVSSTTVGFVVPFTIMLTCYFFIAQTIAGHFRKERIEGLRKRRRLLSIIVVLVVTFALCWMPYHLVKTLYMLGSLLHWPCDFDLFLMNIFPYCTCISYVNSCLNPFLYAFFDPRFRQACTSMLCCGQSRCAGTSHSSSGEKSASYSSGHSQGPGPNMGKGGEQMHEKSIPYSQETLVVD
UPR XBP1 act: activators of adaptive XBP1 UPR arm, primary screen, cell-based, CHO-XBP1 luciferase reporter, luminescence, uHTS. IRE1-XBP1 UPR activation; percent of tunicamycin response, DMSO as zero. activation, % at 20 µM. 330,000 compounds, 0.33% hits. AID 463104, 2010;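 active = versus positive control, 20 µM dose yields 30% or more activation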;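 also: 100% = tunicamycin at 10 µg/mL and 0% = DMSO only wells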
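Material: CHO cell line with stable XBP1 luciferase reporter; buffer or medium: F12 medium containing 10% fetal bovine serum; compound: single point, 20 µM final compound, 1% DMSO; incubation: 6 h treatment, 37 °C; measured by: glow luminescence from Steady-Glo reagent; evaluation: activation, % of tunicamycin; control set: tunicamycin high, DMSO low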
CHOP UPR activ: activators of apoptotic CHOP UPR arm, primary screen, cell-based, CHO-CHOP luciferase reporter, luminescence, uHTS; UPR activation; percent of tunicamycin response over DMSO baseline; activation, % at 10 µM; 330,000 compounds, 0.34% hits; AID 449763, 2010;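 active = at 10 µM dose, activation of 40% or more, normalized to positive control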;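 also: 100% = tunicamycin at 10 µg/mL and 0% = DMSO alone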
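measured by = luciferase luminescence | assay system = CHO-CHOP cells, stable luciferase reporter of PERK-eIF2a-CHOP signalling | amount = 500 reporter cells seeded per well | timing = 6 h compound exposure at 37 °C after overnight seeding | controls = positive tunicamycin 10 µg/mL, negative DMSO alone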
697 NFkB inh: inhibitors of PMA/ionomycin-induced NF-kB reporter, 697 cells, primary screen, B-cell NF-kB inhibitor project, cell-based, luminescence, uHTS | inhibition, % at 4 µM | 330,000 compounds, 0.33% hits | 697 B-cell NF-kB luciferase reporter, 16 h; in the data active = inhibition above about 35%
tim23-1 inh: growth inhibitors of tim23-1 mutant yeast, primary screen, luminescence, uHTS | inhibition, % at 20 µM | 330,000 compounds, 1.3% hits | S. cerevisiae tim23-1 growth, BacTiter-Glo luminescence, 24 h;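 active = growth inhibition of the mutant yeast at or above 50%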;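 also: temperature-sensitive mutant grown at 25 °C; plate controls were DMSO-treated mutant yeast for no effect and medium wells lacking yeast for full effect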
Jurkat NFkB inh: inhibitors of induced NF-kB luciferase reporter, primary screen, TCR NF-kB activation inhibitor project, cell-based, luminescence, uHTS; Jurkat, PMA/ionomycin-induced NF-kB luciferase reporter; inhibition, % at 4 µM; 330,000 compounds, 0.53% hits; AID 435003, 2010; in the data active = inhibition above about 50%
APJ ag: agonists of human apelin receptor APJ, primary screen, CHO-K1 cells, PathHunter beta-arrestin, luminescence. P35414. 0% DMSO wells, 100% apelin. activation, % at 20 µM. 330,000 compounds, 0.11% hits. AID 2520, 2010;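 active = activation more than six SD over the plate average, tested at 20 µM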;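 also: 0% = DMSO alone and 100% = apelin-13 at 10 nM; some results filed as inactive read as strong as hits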
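Incubation: overnight seeding, 90 min compound at 25 °C, 1 h detection; test system: PathHunter CHO-K1 APJ (AGTRL-1) beta-arrestin reporter cells; amount: 1000 cells/well; doses: one dose, 20 µM compound, 1% DMSO; measured by: beta-gal luminescence; measure: agonist-driven arrestin binding to APJ; benchmarks: negative DMSO alone, positive Apelin-13 at 10 nM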
* = called active by the depositor; x = no result given. An unsorted share of the library; 5% or so of the library scored in one or more.

SMILES	Mdm2 MdmX PPI	APJ antagonist	UPR XBP1 act	CHOP UPR activ	697 NFkB inh	tim23-1 inh	Jurkat NFkB inh	APJ ag
CC(C(=O)N(C)C1CCCCC1)N1CCC(C(N)=O)CC1 (configuration not stated)	-1	-33	2	-0.7	14	2	-7	1
COc1ccc(CNC(=O)CCN2C(=O)c3ccccc3C2=O)cc1	-9	-18	-6	-1.1	8	-3	-5	0
Cc1c(C(=O)N2CCN(c3cccc(Cl)c3)CC2)cccc1[N+](=O)[O-]	13	-6	-4	-1.4	-12	-20	9	-5
CC1(C)CN(c2ccc(C(=O)c3ccccc3)cc2)C1=O	-21	4	-2	-0.6	15	10	-16	-3
O=C(CCc1nnc(CCCc2ccccc2)o1)NCCCC1CCCC1	-37	17	2	6.1	-65	6	-44	-1
CC(=O)Nc1ccc(NC(=S)Nc2ccc(F)cc2)cc1	-3	12	-2	2.0	2	-10	-6	-1
CC(C)[C@H](NC(=O)c1ccccc1F)C(=O)OCC(=O)NC(=O)NC1CCCCC1	-19	-13	-3	1.5	-10	-3	11	-3
O=C(CCCn1c(=O)[nH]c2ccsc2c1=O)Nc1ccc(F)cc1	22	9	-1	0.7	17	-2	7	-5
Cc1ccc(OCC(=O)NNC(=O)C(C)Sc2ncnc3sc(C)c(C)c23)cc1 (configuration not stated)	9	8	-3	-0.2	-13	41	3	-2
Cc1ccc(-c2nc(NC(=O)CSc3cc(C)c4ccccc4n3)ns2)cc1	30	-1	5	-0.4	-11	-20	-19	-2
COc1ccc(/C=C2\N=C3CCCCCN3C2=O)cc1OC	21	2	3	0.3	15	18	1	-7
CC(C)c1ccc(NC(=O)CNS(=O)(=O)c2ccc(F)cc2)cc1	1	5	-4	1.1	-5	17	-5	0
CC(=O)c1c(C)[nH]c(C(=O)COC(=O)c2c(-c3ccccc3)noc2C)c1C	26	4	-1	0.0	-2	10	12	-2
COc1ccc(S(=O)(=O)N2CCOCC2)cc1NC(=O)COc1ccc(C)cc1	24	5	-4	0.4	12	18	11	1
Cc1cccc(-c2nc(CSc3nc4c(c(=O)[nH]3)CCC4)c(C)o2)c1	24	4	-2	2.4	39*	17	24	2
COc1ccc(OC)c(-n2c(-c3cc(-c4ccc(F)cc4)n[nH]3)n[nH]c2=S)c1	21	2	1	-1.5	-26	13	5	-3
COc1ccc(C(=O)OCC(=O)N2CCC(C)CC2)cc1S(=O)(=O)N1CCOCC1	23	20	-1	-2.6	-1	9	10	1
COc1ccc(C(=O)NCCC(=O)N2CCC3(CC2)NCCc2[nH]cnc23)cc1	14	11	-1	2.4	5	-4	-5	-3
Cc1cccc(C(=O)NNC2=CC(=O)CC(C)(C)C2)c1O	-14	-8	2	4.8	-2	6	-5	-5
COc1cc(C(=O)NCCc2ccccc2)ccc1OCC(=O)N1CCOCC1	8	18	0	1.2	7	5	-14	-2
CCN1C(=O)[C@H]2[C@@H](c3ccc(SC4CCCCC4)c(OC)c3)N3CCCC[C@@]3(C(=O)OC)[C@H]2C1=O	19	7	0	-0.6	-2	-8	0	-8
Cc1ccc2[nH]c3c(c2c1)CCc1cn[nH]c1-3	23	-28	0	3.4	-5	25	-15	3
COc1ccc(S(=O)(=O)N2CCCCC2)cc1NC(=O)c1ccc(C)cc1	5	-1	0	3.7	19	18	-6	-1
Cc1c(C(C)NC(=O)c2ccc3nc(Cc4ccccc4F)oc3c2)cnn1C (configuration not stated)	-2	16	-2	4.0	3	18	-17	-2
S=C(NCCC(c1ccccc1)c1ccccc1)Nc1cccc(Cl)c1	-3	-44	-3	-0.4	0	32	-37	-2
Cc1n[nH]c(C)c1S(=O)(=O)N1CCCC(C(=O)NCc2ccc(F)cc2)C1 (configuration not stated)	18	11	1	-0.9	16	1	13	-4
Cc1ccccc1Nc1ncnc(N)n1	20	-5	0	-1.3	5	8	1	1
COc1ccc(-c2cc(C(=O)N3CCN(C(c4ccccc4)c4ccccc4)CC3)no2)cc1OC	21	-12	-2	0.7	-14	33	-7	-4
CN1CCCN(C(=O)Cc2c(Cl)cccc2Cl)c2nc3ccccc3nc21	2	12	1	0.2	-4	30	8	-2
CCN(CC(=O)N1CCOCC1)S(=O)(=O)c1ccc(Cl)cc1	20	-1	-1	1.2	18	-11	8	6
O=C(O)CCCCCNC(=O)Nc1ccc2c(c1)OCCO2	0	13	4	-1.1	11	7	-11	-3
O=C(N/N=C/c1ccc([N+](=O)[O-])o1)c1ccccc1-n1cccc1	-5	-36	-1	3.8	2	40	-11	2
O=C(/C=C/c1ccc(Br)cc1)c1ccco1	19	-1	4	2.7	5	-11	-16	-3
CCCCOc1ccc(C2NC(=O)NC(C)=C2C(C)=O)cc1OCC (configuration not stated)	13	1	-1	-2.4	-48	14	2	2
O=C1CCCCC1Sc1ccc(Cl)cc1[N+](=O)[O-] (configuration not stated)	-18	-17	1	0.6	-1	1	2	1
O=C(NC(=S)Nc1ccc([N+](=O)[O-])cc1O)C1CCCCC1	3	17	0	-0.2	-7	36	5	-10
Cn1cccc1CNC(=O)Nc1ccccc1	-12	-35	-2	0.6	-15	23	-1	-3
CCCCSc1cc(C)nc2ncnn12	3	5	-1	2.8	18	3	5	-3
O=C(Nc1ccc(S(=O)(=O)NCc2ccco2)cc1)c1ccc2ccccc2n1	21	9	-1	1.4	-22	-8	1	2
Cc1ccc(CCNC(=O)CC(C)CC2=NS(=O)(=O)c3ccccc3N2)cc1 (configuration not stated)	6	13	1	3.1	6	8	19	-3
COc1ccc(NC(=O)CCC2CCCC2)cc1OC	-16	4	1	2.5	10	11	-7	-3
CCC(C(=O)NC1C(=O)N2C(C(=O)O)=C(CSc3nnc(C)s3)CSC12)c1ccccc1 (configuration not stated)	15	12	-3	0.0	-5	-4	11	-2
CSc1nncc(-c2ccccc2)n1	-2	-11	0	0.5	5	4	5	-3
CC1CCC2(CC1)NC(=O)N(Cc1nc(-c3ccccc3)no1)C2=O (configuration not stated)	-5	2	1	-2.4	-5	10	-13	-3
Nc1cc(N)nc(SCC(=O)Nc2cccc(S(=O)(=O)N3CCCCC3)c2)n1	8	-2	-1	-1.4	2	-8	8	0
CCC(=O)Nc1ccc(-c2ccc(NC(=O)CC)c(OC)c2)cc1OC	7	1	-3	-1.1	10	19	-8	-2
CN(C)c1ccc(/C=N/NC(=O)C(=O)N2CCCCCC2)cc1	22	-7	-1	0.2	-6	16	-11	-1
CC(C)CC(=O)Nc1ccc2c3c(cccc13)CC2	23	-3	0	-0.3	-5	21	16	6
Cc1ccc(Oc2nc3ccccc3n3c(C)nnc23)cc1	9	4	0	-0.2	12	-2	15	-3
CCCOc1ccc(C(=O)NCCC(=O)NCCCC(=O)O)cc1	10	5	0	0.4	14	14	1	-1
COc1cccc(OC)c1NC(=O)c1nc2c(nnn2Cc2ccccc2Cl)c(=O)[nH]1	-34	-12	1	0.3	25	18	-14	-4
CC1(C)CC(=O)C=C(Nc2ccc(F)cc2)C1	-13	0	-1	1.0	-31	12	8	3
Cc1ccc(O)c(C(=O)c2cnn(C(=O)COc3ccc(Cl)cc3)c2)c1	25	-1	-3	-0.6	-1	38	6	-4
CC1CCN(CCCn2c(=S)[nH]c3c(sc4ccc([N+](=O)[O-])cc43)c2=O)CC1	16	10	0	0.2	14	-25	-20	-2
O=C(CCNC(=O)c1ccco1)NCCc1ccc(Cl)cc1	17	7	-2	0.4	16	-10	-3	-2
O=C(c1ccc(Cl)cc1)N1CCn2c1nc1ccccc12	-12	-9	1	4.3	-4	6	-24	-2
CCC(=O)Nc1ccc(Br)c(Cl)c1	10	-4	2	-1.1	-30	5	-5	-6
CC(=O)/C(=N/Nc1cccc(C)c1)N1CCOCC1	1	7	1	-2.2	-17	5	-17	-7
O=C(Nc1nonc1-c1ccc(Cl)cc1)c1ccco1	3	2	-4	1.5	-3	29	1	5
COc1ccc2cc(C(=O)C3CCCN(C(=O)c4cc5nc(C)cc(C)n5n4)C3)ccc2c1 (configuration not stated)	-14	7	2	-0.2	-5	16	-9	-1
Further structures.
SMILES	Mdm2 MdmX PPI	APJ antagonist	UPR XBP1 act	CHOP UPR activ	697 NFkB inh	tim23-1 inh	Jurkat NFkB inh	APJ ag
CCOc1ccccc1NC(=S)N1CCN(c2nc(-c3ccc(F)cc3)cs2)CC1	-12	-10	-3	-1.6	9	21	8	-2
Cc1ccc(C2(C)NC(=O)N(CC(=O)N3CCN(S(=O)(=O)c4cccc([N+](=O)[O-])c4)CC3)C2=O)cc1 (configuration not stated)	-2	-12	0	3.9	4	-7	0	1
COc1ccc(CNC(=O)CSc2nc3ccc(C)cc3[nH]2)cc1OC	-39	17	1	0.5	1	6	-3	0
CCOC(=O)C1(Cc2cccc(OC)c2)CCN(C(C)COC)CC1 (configuration not stated)	7	10	-1	4.6	8	-1	-1	-2
CCc1ccc(C(C)NC(=O)c2ccc(F)cc2)cc1 (configuration not stated)	24	6	-1	2.0	20	6	3	3
O=c1nc2sc3ccccc3n2c(=O)n1-c1ccc(Cl)cc1	-130	-11	2	6.3	-61	0	-92	-3
Cc1ccc2c(c1)c(C)c(C)n2CC(O)Cn1nc(C)cc1C (configuration not stated)	-2	-9	-2	-1.2	-24	31	-24	-2
CCOC(=O)CCSc1nnc(-c2cccnc2)n1-c1ccccc1OC	-26	8	-3	-1.4	0	18	-5	-3
Cc1ccc(-c2ccc(=O)n(CC(=O)NCCN(CC(C)C)CC(C)C)n2)cc1	-15	-9	-6	-0.2	-13	7	-10	-5
CCCCc1cc(=O)oc2c(C)c(OCC(=O)N3CCCC3)ccc12	5	-11	-3	1.5	-25	10	-9	-10
COc1cc(CN2c3ccccc3C(=O)CS2(=O)=O)cc(OC)c1	2	x	-1	1.6	5	43	x	x
COc1ccc(NC(=S)NC2CC3CCC2C3)c(OC)c1 (configuration not stated)	-17	7	0	1.1	-14	63*	0	-5
Cc1c(NC(=O)c2ccc3c(c2)OCO3)cccc1-c1nc2ccccc2o1	37	6	-2	0.6	-2	7	3	-5
Cn1c(N)c(C(=O)COC(=O)c2cc(C(F)(F)F)nc3ccccc23)c(=O)n(C)c1=O	15	-2	1	0.5	3	31	8	7
Cc1cc(Cl)cc(Br)c1OCCCN1C(=O)NC(C)(C)C1=O	18	-3	0	-1.4	-5	30	6	-3

Exported with each value named: 3 of the compounds above.
Structure: Cc1ccc2c(c1)c(C)c(C)n2CC(O)Cn1nc(C)cc1C (configuration not stated)
  Mdm2 MdmX PPI = -2 | APJ antagonist = -9 | UPR XBP1 act = -2 | CHOP UPR activ = -1.2 | 697 NFkB inh = -24 | tim23-1 inh = 31 | Jurkat NFkB inh = -24 | APJ ag = -2

Structure: CCOC(=O)CCSc1nnc(-c2cccnc2)n1-c1ccccc1OC
  Mdm2 MdmX PPI = -26 | APJ antagonist = 8 | UPR XBP1 act = -3 | CHOP UPR activ = -1.4 | 697 NFkB inh = 0 | tim23-1 inh = 18 | Jurkat NFkB inh = -5 | APJ ag = -3

Structure: Cc1ccc(-c2ccc(=O)n(CC(=O)NCCN(CC(C)C)CC(C)C)n2)cc1
  Mdm2 MdmX PPI = -15 | APJ antagonist = -9 | UPR XBP1 act = -6 | CHOP UPR activ = -0.2 | 697 NFkB inh = -13 | tim23-1 inh = 7 | Jurkat NFkB inh = -10 | APJ ag = -5
